PKA-R2B act: PKA-R2B complex activation; P22694+P31323; PKA-R2B holoenzyme dissociation, Cy5-IP20 fluorescence polarization; R2B truncated from residue 108, S112A mutant; 0% DMSO only, 100% 113 µM cGMP; activation, % at 11.4 µM; 340,000 compounds, 0.079% hits; AID 504700;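 active = activation above a cutoff set at the mean over all compounds plus 3 SD, cut at about 18% in these data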;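 note: higher means more holoenzyme dissociation and a rise in polarization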
V-ATPase pH: yeast V-ATPase proton transport regulation by pHLuorin; S. cerevisiae, pHLuorin cytosolic pH fluorescence; response, % at 10 µM; 350,000 compounds, 0.37% hits; AID 504577; in the data active = response mostly above about 7.3%, no sharp cut-off; inactive = mostly below about 5.4%; note: actives read high; inactives centre near 0; some compounds called inactive have numbers as strong as hits; reference of the scale not given here
DSG3 Ab inh: inhibitors of pemphigus antibody binding to human desmoglein-3; 310,000 compounds, 0.48% hits; P32926; binding (percent of control), % at 10 µM; AID 588358; DSG3-coupled beads, scFv-anti-DSG3-GFP binding, flow cytometry; stronger effect = lower value;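 active = binding more than 3 SD below its plate's average and above zero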; note: some compounds called inactive have numbers as strong as hits
OPRM1-OPRD1 ag: agonists of human mu-delta opioid receptor heterodimerization; P35372+P41143; cells, OPRM1-OPRD1 heterodimerization, luminescence; activation, % at 9.3 µM; 340,000 compounds, 0.3% hits; in the data active = activation above about 18%;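 note: 0% = vehicle-treated cells and 100% = reference agonist; values of inactives mirror those of a sister screen read the other way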
HTR5A ag: activates human HTR5A in OPRM1-OPRD1 agonist counter-screen; P47898; HTR5A agonist assay, luminescence, cell-based; activation, % at 9.3 µM; 340,000 compounds, 0.61% hits; AID 504692; in the data active = activation mostly above about 9.5%, no sharp cut-off; inactive = mostly below about 7.6%;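 note: 0% = cells with vehicle only and 100% = reference agonist; strong numbers were not always called active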
Target sequence (P47898 whole entry, looked up): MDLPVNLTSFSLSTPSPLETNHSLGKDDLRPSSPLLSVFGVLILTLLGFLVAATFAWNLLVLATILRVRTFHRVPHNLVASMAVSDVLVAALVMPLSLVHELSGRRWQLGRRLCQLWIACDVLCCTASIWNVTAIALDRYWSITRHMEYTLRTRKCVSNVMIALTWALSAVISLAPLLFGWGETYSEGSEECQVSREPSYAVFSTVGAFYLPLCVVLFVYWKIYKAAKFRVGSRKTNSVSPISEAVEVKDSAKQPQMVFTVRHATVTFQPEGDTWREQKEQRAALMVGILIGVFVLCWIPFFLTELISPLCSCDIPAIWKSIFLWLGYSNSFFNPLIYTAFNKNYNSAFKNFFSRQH
DAGLB inh: diacylglycerol lipase beta (human) inhibition | Q8NCG7 | HEK293T DAGLB membrane lysate, EnzChek fluorogenic substrate | inhibition, % at 5.17 µM | 340,000 compounds, 0.059% hits | AID 504411; in the data active = inhibition above about 34%;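 note: 0% = enzyme with vehicle and 100% = wells lacking enzyme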
Target sequence (Q8NCG7 whole entry, looked up): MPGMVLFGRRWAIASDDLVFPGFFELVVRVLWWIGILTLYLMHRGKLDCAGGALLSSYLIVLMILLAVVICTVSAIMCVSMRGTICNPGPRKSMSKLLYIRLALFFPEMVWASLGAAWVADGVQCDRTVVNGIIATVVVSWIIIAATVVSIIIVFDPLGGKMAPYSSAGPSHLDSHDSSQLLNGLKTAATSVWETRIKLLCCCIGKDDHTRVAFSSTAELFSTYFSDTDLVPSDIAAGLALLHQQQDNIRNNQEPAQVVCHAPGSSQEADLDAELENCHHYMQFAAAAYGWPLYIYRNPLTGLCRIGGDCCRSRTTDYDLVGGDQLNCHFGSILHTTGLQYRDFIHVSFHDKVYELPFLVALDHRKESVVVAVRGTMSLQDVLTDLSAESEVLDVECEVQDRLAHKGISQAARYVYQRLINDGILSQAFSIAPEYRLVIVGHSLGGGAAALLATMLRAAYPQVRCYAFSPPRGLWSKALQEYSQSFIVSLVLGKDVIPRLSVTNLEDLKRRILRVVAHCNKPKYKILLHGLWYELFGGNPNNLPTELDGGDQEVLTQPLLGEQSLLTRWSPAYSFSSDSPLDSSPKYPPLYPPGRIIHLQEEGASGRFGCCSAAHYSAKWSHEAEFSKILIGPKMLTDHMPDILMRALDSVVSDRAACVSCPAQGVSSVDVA
HTR5A inv ag: HTR5A inverse agonism, opioid heterodimer counter-screen. AID 504634. HTR5A cell line, luminescence. 340,000 compounds, 0.083% hits. inhibition, % at 9.3 µM; in the data active = inhibition mostly above about 23%, no sharp cut-off; inactive = mostly below about 18%;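 note: 0% = cells with DMSO and 100% = no-cell wells with DMSO; some compounds called inactive have numbers as strong as hits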
PKA-R1A activ: activates the PKA-R1A holoenzyme complex. P00514+P68181. PKA-R1A dissociation, Cy5-IP20 fluorescence polarization; scaled: DMSO 0%, 113 µM cGMP 100%. 340,000 compounds, 0.083% hits. activation, % at 11.4 µM;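 active = percent activation above the mean of all tested compounds plus 3 SD, cut at about 19% in these data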;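 note: higher means more PKAc released from R1A so a rise in polarization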
MOR-DOR inv ag: inverse agonists of human mu-delta opioid receptor heterodimerization | cell-based MOR-DOR heterodimer luminescence, inverse agonism | inhibition, % at 9.3 µM | 340,000 compounds, 0.21% hits; in the data active = inhibition above about 22%, passing the limit was not always enough;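 note: 0% = cells with DMSO and 100% = wells without cells with DMSO; values of inactives mirror those of a sister screen read the other way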
Arr AP2 block: human beta-arrestin and AP2 interaction inhibition; 340,000 compounds, 0.31% hits; FITC-arrestin peptide / GST-AP2 beads, flow cytometry; AP2 beta2 appendage carries R879A mutation; AID 504490; inhibition, % at 10 µM;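 active = inhibition above a set limit, near 3 SD of compounds lacking own fluorescence, cut at about 54% in these data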;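 note: plate controls were DMSO wells for no effect and 5 µM unlabelled arrestin peptide for full effect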
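Test system: GST-tagged AP2 beta2-adaptin appendage (R879A) on 4 µm glutathione beads; also added: fluorescein-tagged arrestin peptide at 50 nM final; timing: 12 min plus 1 h, RT; signal: flow cytometry, FL1 (488/535 nm); read-out: percent drop in bead-associated FITC signal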
* marks the source's active call; other numbers are inactive results; · = no result given.

SMILES	PKA-R2B act	V-ATPase pH	DSG3 Ab inh	OPRM1-OPRD1 ag	HTR5A ag	DAGLB inh	HTR5A inv ag	PKA-R1A activ	MOR-DOR inv ag	Arr AP2 block
[O-][N+]1=c2ccc(Nc3ccccc3)cc2=NC12CCCCC2	6	3	102	1.4	7	13	-17	8	-7	44
CC(C(=O)NCCCn1ccnc1)(c1ccccc1)c1ccccc1	-12	-3	116	-1.5	0	2	6	7	8	-7
C=C1CCC[C@]2(C)C[C@H]3OC(=O)C(CNCC(OC)OC)[C@H]3CC12 (stereo partly drawn)	2	-3	98	0.1	2	-1	-8	0	-1	-1
CCOc1ccc(CCNC(=O)COC(=O)c2cccs2)cc1OCC	4	0	105	0.1	1	1	-2	0	-1	3
CN1CCN(CCNC(=O)c2ccc(CS(=O)c3ccc(Br)cc3)o2)CC1 (stereo not drawn)	1	-1	108	·	·	2	·	-8	·	·
Cc1ccc(NC(=O)CN2C(=O)NC(C)(C3CC3)C2=O)c([N+](=O)[O-])c1 (stereo not drawn)	2	-4	·	-0.4	0	-2	1	-11	2	6
O=C(N/N=C\c1ccc(OC(=O)c2cccs2)cc1)c1ccc(Cl)cc1	9	-1	88	-2.7	-9	-1	23	0	16	26
Cc1ccc(NC(=O)COC(=O)c2ccc3c(=O)n4c(nc3c2)CCC4)c(Br)c1	1	5	·	0.0	-4	1	10	0	0	39
CCOC(=O)N1CCN(Cc2nc(-c3cccc(C)c3)no2)CC1	-10	1	104	3.1	6	-2	1	0	-17	-6
COc1ccc2cc(C(C)C(=O)NC3CCC(O)CC3)ccc2c1 (stereo not drawn)	8	0	105	-1.9	-3	-1	8	2	10	10
Cc1cccc(C(=O)NCc2nnc(SCc3ccc(F)cc3)n2C)c1	-1	4	100	-1.0	-2	3	0	-3	5	18
COC(=O)[C@@]1(Cc2ccc(F)cc2)[C@H]2c3cc(C(=O)N(C)C)n(CCc4ccc(OC)c(Br)c4)c3C[C@H]2CN1C(=O)c1ccccc1	-6	2	94	-2.3	-4	1	13	-4	13	-5
CC(C)c1ccc(NC(=O)C2CC(=O)Nc3nc4ccccc4n32)cc1 (stereo not drawn)	9	-2	98	·	·	3	·	5	·	3
COc1ccc(-n2nc(C(=O)c3cccs3)cc(-c3nc4ccccc4[nH]3)c2=N)cc1	-8	-1	·	0.1	-2	-1	-12	-3	0	-2
CCOC(=O)Cc1csc(NC(=O)CS(=O)(=O)Cc2ccccc2)n1	3	-1	98	-2.9	-1	0	-8	2	17	22
COc1cccc(NC(=S)N/N=C2\CC3CCC2(C)C3(C)C)c1 (stereo not drawn)	-4	0	106	3.9	-11	-6	29	-12	-21	8
O=C(O)C(c1ccccc1)N1C(=O)/C(=C\c2ccc(O)c(O)c2)SC1=S (stereo not drawn)	1	-2	93	-5.5	-4	33	13	0	28	28
CCC(=O)Nc1cccc(NC(=S)NC(=O)c2ccccc2)c1	-14	-1	93	-3.3	-3	-1	-12	1	18	2
CN(C)c1ccnc2sc(C(=O)NCc3ccccc3)c(N)c12	-4	6	95	-0.8	-3	-2	5	2	5	-1
CCCc1cc2c(=O)c(-c3ccc4c(c3)OCCO4)c(C)oc2cc1OS(C)(=O)=O	-6	-3	99	-2.0	1	-6	-71	0	10	10
CC(C)N(C(=S)NCc1ccccc1)c1ccccc1	2	0	103	-0.6	0	0	1	3	3	-8
COc1ccc(-c2nn3c(-c4ccco4)nnc3s2)cc1OC	-9	0	·	-0.8	-4	2	-4	-2	5	7
CC12CCC(C(=O)Nc3ccccc3Cl)(C(Br)C1=O)C2(C)C (stereo not drawn)	-11	2	100	-0.8	2	-5	-6	0	4	13
COc1cccc(C(=O)NC2CCN(CC(=O)NCc3ccccc3F)CC2)c1	3	-2	122	0.9	2	2	-18	1	-7	24
CCc1nn(CC(=O)N2CCN(c3ccc(F)cc3)CC2)c(=O)c2cc3occc3n12	-6	1	94	-2.2	-2	2	-4	-13	12	0

Overlap with the part before: 2 entries, then new ones.
SMILES	PKA-R2B act	V-ATPase pH	DSG3 Ab inh	OPRM1-OPRD1 ag	HTR5A ag	DAGLB inh	HTR5A inv ag	PKA-R1A activ	MOR-DOR inv ag	Arr AP2 block
COc1cccc(C(=O)NC2CCN(CC(=O)NCc3ccccc3F)CC2)c1	3	-2	122	0.9	2	2	-18	1	-7	24
CCc1nn(CC(=O)N2CCN(c3ccc(F)cc3)CC2)c(=O)c2cc3occc3n12	-6	1	94	-2.2	-2	2	-4	-13	12	0
Cc1nc(N)sc1C(=O)N/N=C/c1c[nH]c2ccccc12	9	2	83	0.5	4	0	-22	6	-3	-5
O=C(Cn1cc(C(F)(F)F)cc(Cl)c1=O)NCCc1ccc(Cl)cc1Cl	-6	-1	96	1.4	11	2	7	-4	-8	4
Cc1ccc(NS(=O)(=O)c2ccc3c(c2)CCC(=O)N3)cc1C	-3	-2	107	-2.6	2	2	-5	-6	12	-16
NC(=O)COC(=O)c1ccc(Cl)c(S(=O)(=O)N2CCN(c3ccc(F)cc3)CC2)c1	-8	-4	90	0.9	-2	3	-10	-10	-5	10
Cc1nc(NCCc2ccc(S(N)(=O)=O)cc2)c2c(C)c(C)sc2n1	-6	-3	101	0.8	4	-2	13	16	-5	0
O=C(CNS(=O)(=O)c1ccccc1)NCC(=O)N1CCCCC1	-7	-2	95	-3.2	-3	-1	12	-7	15	-18
O=C(Nc1ccc2ccccc2c1)c1ccc2[nH]c(=O)c(=O)[nH]c2c1	1	2	93	-1.5	-3	1	10	0	8	-16
COCCCNC(=O)CN(c1ccc(OC)cc1)S(=O)(=O)c1ccc(NC(C)=O)cc1	-8	11	·	-1.2	-2	-2	7	3	6	-2
Cc1nc(SCC(=O)Nc2c(C)n(C)n(-c3ccccc3)c2=O)[nH]c(=O)c1Cc1ccccc1	-9	2	97	-0.2	5	3	7	-11	1	14
COc1ccc(C(=O)Nc2ccc(C(=O)OCC(=O)c3cccc4ccccc34)cc2)cc1	14	0	111	-0.7	-2	1	8	-2	4	-18
O=C(O)C1C(c2ccccc2)C(C(=O)OCCCO)C1c1ccccc1 (stereo not drawn)	5	1	98	-0.2	-2	-1	4	7	1	9
CCN1C[C@@H]2[C@@H]3C(=O)N(Cc4ccccc4)C(=O)[C@@H]3[C@](CC)(C1=O)N2C(=O)c1ccc(C(F)(F)F)cc1	-8	-2	105	-2.5	8	-3	-4	0	14	0
Cc1cccc(C(=O)NC(=S)Nc2ccc(N3CCOCC3)cc2)c1	-4	1	·	-0.9	4	-1	-12	-5	4	18
O=[N+]([O-])c1c(NCCO)cc(N2CCCCCC2)c2nonc12	-1	1	99	-2.6	-1	1	18	-4	13	10
COc1ccc2c(c1)-c1nc(/N=C/c3ccc(O)c(OC)c3)sc1CC2	-6	1	101	4.3	-4	-3	12	-7	-25	13
CCOC(=O)N1CCC(NS(=O)(=O)c2ccc3c(c2)OCC(=O)N3)CC1	-1	-1	·	-0.3	6	-2	-2	-8	2	27
COc1ccc(NC(=O)C2CCCN(S(=O)(=O)c3c(C)n[nH]c3C)C2)cc1OC (stereo not drawn)	-11	3	99	-1.2	-1	0	-12	0	6	21
O=C(NNc1ccc([N+](=O)[O-])cn1)Nc1ccc(N=Nc2ccccc2)cc1	1	-2	123	2.9	-9	19	36*	-3	-14	9
CCOc1ccc2c(C)c(C(=O)O)oc2c1OCC	-7	8	107	-1.7	-1	-1	-3	-3	9	16
COc1ccc(OCCN2C(=O)c3ccccc3C2=O)cc1	-5	-2	98	-1.8	3	-1	5	11	8	-5
COc1cccc(-c2nc(CS(=O)(=O)CC(=O)N3CCN(C)CC3)c(C)o2)c1	-7	0	108	0.1	2	3	-25	2	0	5
C/C(=N\NC(=O)Cc1cccn1C)c1ccc2ccccc2c1	-4	0	96	-1.2	4	4	-14	-6	6	9
COC(=O)c1ccc(CO/N=C/c2cccc([N+](=O)[O-])c2)cc1	5	1	106	-0.8	0	2	-2	-5	4	23
Cc1ccc(C(=O)NCc2nnc(SCC(=O)Nc3ccccc3)n2C)cc1	-3	-1	102	0.4	4	1	6	-3	-2	47
CN(c1ccc(C(=O)Nc2cccc([N+](=O)[O-])c2)cc1)S(C)(=O)=O	1	-5	107	0.3	-5	-1	-12	-16	-2	3
O=C(NCCO)c1cc2ccccc2c(=O)s1	-5	-3	113	-4.0	1	1	-11	8	18	-4
CC(C)COC(=O)N1CCN(S(=O)(=O)c2ccc3c(c2)CCC3)CC1	6	0	100	5.2	4	-7	-10	7	-21	-2

Entries above with an aryl methoxy group:
SMILES	PKA-R2B act	V-ATPase pH	DSG3 Ab inh	OPRM1-OPRD1 ag	HTR5A ag	DAGLB inh	HTR5A inv ag	PKA-R1A activ	MOR-DOR inv ag	Arr AP2 block
COc1ccc2cc(C(C)C(=O)NC3CCC(O)CC3)ccc2c1 (stereo not drawn)	8	0	105	-1.9	-3	-1	8	2	10	10
COC(=O)[C@@]1(Cc2ccc(F)cc2)[C@H]2c3cc(C(=O)N(C)C)n(CCc4ccc(OC)c(Br)c4)c3C[C@H]2CN1C(=O)c1ccccc1	-6	2	94	-2.3	-4	1	13	-4	13	-5
COc1ccc(-n2nc(C(=O)c3cccs3)cc(-c3nc4ccccc4[nH]3)c2=N)cc1	-8	-1	·	0.1	-2	-1	-12	-3	0	-2
COc1cccc(NC(=S)N/N=C2\CC3CCC2(C)C3(C)C)c1 (stereo not drawn)	-4	0	106	3.9	-11	-6	29	-12	-21	8
COc1ccc(-c2nn3c(-c4ccco4)nnc3s2)cc1OC	-9	0	·	-0.8	-4	2	-4	-2	5	7
COc1cccc(C(=O)NC2CCN(CC(=O)NCc3ccccc3F)CC2)c1	3	-2	122	0.9	2	2	-18	1	-7	24
COCCCNC(=O)CN(c1ccc(OC)cc1)S(=O)(=O)c1ccc(NC(C)=O)cc1	-8	11	·	-1.2	-2	-2	7	3	6	-2
COc1ccc(C(=O)Nc2ccc(C(=O)OCC(=O)c3cccc4ccccc34)cc2)cc1	14	0	111	-0.7	-2	1	8	-2	4	-18
COc1ccc2c(c1)-c1nc(/N=C/c3ccc(O)c(OC)c3)sc1CC2	-6	1	101	4.3	-4	-3	12	-7	-25	13
COc1ccc(NC(=O)C2CCCN(S(=O)(=O)c3c(C)n[nH]c3C)C2)cc1OC (stereo not drawn)	-11	3	99	-1.2	-1	0	-12	0	6	21
COc1ccc(OCCN2C(=O)c3ccccc3C2=O)cc1	-5	-2	98	-1.8	3	-1	5	11	8	-5
COc1cccc(-c2nc(CS(=O)(=O)CC(=O)N3CCN(C)CC3)c(C)o2)c1	-7	0	108	0.1	2	3	-25	2	0	5

Source: PubChem
